PLK1 PBD inh – inhibitors of human PLK1 polo-box domain binding; P53350; Plk1 PBD binding of FITC phosphopeptide, fluorescence polarization; hit rate 2.8% among 360,000; Potency, µM, without a hit: max response, negative = inhibition, usual class: inhibitors; AID 720504; note: potency is the fitted concentration of half-maximal effect; series mostly up to about 57 µM; % is set by controls: 0 for no effect and ±100 for the full control effect; nearly all actives have a fitted effect of over 65% in size
Target sequence (P53350 whole entry, looked up, the tested form may be a part): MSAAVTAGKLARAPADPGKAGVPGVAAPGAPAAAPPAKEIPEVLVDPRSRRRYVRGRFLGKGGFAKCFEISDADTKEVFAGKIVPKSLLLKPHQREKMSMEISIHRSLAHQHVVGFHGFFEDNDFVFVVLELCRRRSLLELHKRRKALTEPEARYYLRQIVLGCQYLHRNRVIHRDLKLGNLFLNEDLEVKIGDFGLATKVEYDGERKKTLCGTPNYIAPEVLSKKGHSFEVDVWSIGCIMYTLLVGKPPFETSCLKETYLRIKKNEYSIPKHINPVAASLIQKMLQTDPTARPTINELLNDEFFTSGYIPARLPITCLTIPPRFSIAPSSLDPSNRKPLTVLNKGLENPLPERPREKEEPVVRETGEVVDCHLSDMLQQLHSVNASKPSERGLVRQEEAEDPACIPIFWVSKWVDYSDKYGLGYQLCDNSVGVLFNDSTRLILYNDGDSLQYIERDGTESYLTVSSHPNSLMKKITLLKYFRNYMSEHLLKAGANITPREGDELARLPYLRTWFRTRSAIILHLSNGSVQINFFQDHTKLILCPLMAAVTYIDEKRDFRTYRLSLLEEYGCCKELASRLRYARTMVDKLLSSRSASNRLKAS
WRN helicase inh – inhibitors of human WRN helicase; hit rate 0.46% among 360,000; Potency, µM (doses to about 114 µM), without a hit: at the top dose activity change, negative = inhibition, usual class: inhibitors; WRN helicase unwinding, fluorescent forked duplex, kinetic; note: potency is the fitted concentration of half-maximal effect; % is set by controls: 0 for no effect and ±100 for the full control effect; nearly all actives have a fitted effect of over 55% in size
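Primary qHTS, 1536-well format. 20 nM WRN + compound, 15 min RT; start with 100 nM forked fluorophore/quencher duplex, 2 mM ATP (final); kinetic read ex 525/em 598 nm.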
PI5P4K alpha inh – PI5P4K alpha (human) kinase inhibition. P48426. PI5P4Kalpha enzyme, ADP-Glo luminescence, 60 min; stronger effect = lower value. max response, %. hit rate 1.2% among 330,000; active = max response of -50% or lower; inconclusive = between -30% and -50%; inactive = -30% or higher; note: value at the top dose of about 77 µM; % is set by controls: 0 for no effect and ±100 for the full control effect
Target sequence (P48426 whole entry, looked up): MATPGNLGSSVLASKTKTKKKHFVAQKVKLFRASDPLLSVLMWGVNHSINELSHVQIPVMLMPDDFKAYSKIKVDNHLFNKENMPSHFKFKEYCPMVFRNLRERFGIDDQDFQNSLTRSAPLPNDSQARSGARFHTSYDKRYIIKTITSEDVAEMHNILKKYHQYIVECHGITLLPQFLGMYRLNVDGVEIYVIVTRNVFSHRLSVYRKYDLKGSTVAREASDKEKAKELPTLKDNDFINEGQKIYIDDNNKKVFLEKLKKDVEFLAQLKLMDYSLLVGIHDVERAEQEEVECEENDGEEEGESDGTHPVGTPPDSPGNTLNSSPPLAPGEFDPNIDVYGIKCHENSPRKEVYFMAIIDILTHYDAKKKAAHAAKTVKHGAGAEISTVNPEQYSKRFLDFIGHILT
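Controls without substrate or without enzyme flank wells where PI5P4Kalpha converts substrate using 5 microM ATP (final). Incubation lasts 60 minutes at room temperature; ADP formed is read by ADP-Glo luminescence.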
aSyn rescue – alpha-synuclein toxicity inhibition in yeast; Yeast expressing alpha-synuclein, growth rescue, BacTiter-Glo, 24 h; Potency, µM (doses to about 46.1 µM), without a hit: at the top dose growth rescue (activation), usual class: activators; hit rate 0.14% among 370,000; AID 652106; note: potency is the fitted concentration of half-maximal effect; % of control where 0% means no effect; nearly all actives have a fitted effect of over 65% in size
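Rescue of yeast growth: cells expressing toxic alpha-synuclein, induced in galactose at OD600 0.02, incubated with compound 24 h at 30 C. ATP luminescence quantified growth; inhibitors of toxicity appear as activators.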
Abeta rescue – compounds reversing amyloid beta toxicity in yeast. yeast expressing A-beta42, growth rescue, OD600, 48 h; response scale: 0% DMSO, 100% iron-clioquinol control. Potency, µM (highest dose often 46.1 µM), for inactives: top-dose growth rescue, actives largely listed as activators. hit rate 0.063% among 410,000. AID 1347071; note: potency is the fitted concentration of half-maximal effect; nearly all actives have a fitted effect of over 55% in size
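Yeast growth medium received pinned compounds, then yeast cells expressing toxic A-beta were added; plates incubated at 30 C for 48 hr. Growth read as absorbance at 600 nm, normalized to DMSO and equimolar FeCl3 plus clioquinol controls.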
EPAC1 ag – activates human EPAC1 exchange factor | EPAC1 agonist qHTS, biochemical assay; response scale: 100% = response to 6.5 mM cAMP | O95398 | Potency, µM (titrated, usually from 154 µM), without a hit: at the top dose activation, usual class: activators | hit rate 0.073% among 360,000 | AID 720707; note: potency is the fitted concentration of half-maximal effect; nearly all actives have a fitted effect of over 60% in size
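EPAC1 100 nM, Rap1B–BODIPY-GDP 250 nM, unlabeled GDP 50 uM; compound titration; 5 min RT; kinetic read ex480/em540 at 5-min intervals ×30 min; data normalized to 6.5 mM cAMP agonist control.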
IL2 activator – activates IL-2 in a cell-based reporter assay. IL-2 activation reporter assay, cell-based qHTS; stimulated with anti-CD3/CD4/CD28 beads; in transgenic mouse T cells. activation, % (series mostly up to about 46 µM). hit rate 0.065% among 360,000; in the data active = activation above about 50%; inconclusive = mostly about 30% to 49%; note: 0% is about no effect
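Unstimulated transgenic mouse T cells, 750 per well, received compound and, after 60 minutes, anti-CD3/anti-CD4 bead plus anti-CD28 stimulation. EGFP and DsRed were quantified after 18 hours.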
EPAC1 antag – EPAC1 (human) antagonism; O95398; EPAC1 GEF assay, Rap1b-BODIPY-GDP exchange fluorescence; Potency, µM (doses to about 115 µM), inactives show at the top dose activity change, negative = inhibition, actives largely listed as inhibitors; hit rate 0.14% among 360,000; AID 720709;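 note: potency is the fitted concentration of half-maximal effect; plate controls were vehicle for no effect and positive control for full effect; nearly all actives have a fitted effect of over 50% in size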
FUS suppressor – FUS proteinopathy suppression in yeast; S. cerevisiae FUS-expressing, growth rescue, OD600, 24 h; Potency, µM (titrated, usually from 76.6 µM), for the others: at the highest dose growth rescue (activation), most hits filed as activators; hit rate 0.24% among 390,000; AID 1347120;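 note: potency is the fitted concentration of half-maximal effect; plate controls were DMSO vehicle for no effect and reference control for full effect; nearly all actives have a fitted effect of over 55% in size; some results filed as inactive show a strong effect at the top dose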
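Read-out: OD at 600 nm after 24hr at 30C, reporting rescue of FUS-induced yeast toxicity. Cells at OD 0.005 in galactose (2%) minimal medium; compounds tested in a dilution series; CP55940 titration from 92uM final as control.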
* marks the source's active call; other numbers are inactive results; ? = inconclusive; / = not tested or not shown; [ ] = dose if it differs, or a comment. Unless noted, calls come from the whole dose curve; as a rule, active = well fitted curve in the direction sought with a large enough effect; inconclusive = small, poorly fitted or top-dose-only effect, or another doubt; inactive = no such curve, though single readings can be large; an effect the other way counts as inactive or inconclusive. Rows are unselected; overall some 4.1% were active at least once.

SMILES	PLK1 PBD inh	WRN helicase inh	PI5P4K alpha inh	aSyn rescue	Abeta rescue	EPAC1 ag	IL2 activator	EPAC1 antag	FUS suppressor
Nc1nc(SCC(=O)N2CCCCC2)[nH]c(=O)c1NC(=O)c1cccs1	3%	2%	-5	-3%	-7%	-1%	-0.7	-12%	-1%
CCOC(=O)N1CCN(Cc2nc(N)nc(Nc3ccccc3C)n2)CC1	2%	7%	/	13%	13%	2%	3.7	3%	3%
CCOC(=O)C(C)n1cnc2c(nnn2-c2ccc(OC)cc2)c1=O (stereo not drawn)	-12%	-5%	/	-12%	-7%	9%	1.4	-4%	14%
CC(=O)Nc1c2c(nn1-c1ccc(C)cc1)CS(=O)(=O)C2	-6%	7%	-3	-1%	-10%	7%	-2.4	-18%	-15%
CC(NC(=O)c1cccc(F)c1)C(c1cccs1)N1CCN(C)CC1 (stereo not drawn)	-1%	-4%	/	7%	1%	-5%	-1.3	9%	4%
O=C(Nc1ccccc1)c1cc2ccccc2[nH]1	0%	0%	5	-8%	-12%	11%	-1.9	5%	/
CC(NCc1cccn1C)c1ccccc1 (stereo not drawn)	-1%	-1%	/	2%	7%	-4%	0.3	?	19%
O=C(N1CCOCC1)N1CCN(c2ccc(F)cc2)CC1	-2%	0%	/	2%	12%	-9%	-1.3	8%	-1%
O=C(Nc1cccc(C(=O)O)c1)/C(=C\c1ccccc1)NC(=O)c1ccccc1Cl	1%	-5%	/	0%	-5%	1%	1.9	9%	0%
CCOc1ccc2ncc(S(=O)(=O)c3ccc(C)cc3)c(N3CCC4(CC3)OCCO4)c2c1	0%	-9%	6	?	-5%	6%	-0.2	-10%	/
CCN(CC)C(=O)C(=O)c1cn(CC(=O)N2CCc3ccccc3C2)c2ccccc12	-9%	7%	0	-7%	10%	6%	1.1	0%	21%
CN(C(=O)COC(=O)C1CSC2(C)CCC(=O)N12)c1ccccc1 (stereo not drawn)	-13%	15%	-8	-6%	-2%	4%	-3.1	-6%	6%
COc1ccccc1NC(=O)C(=O)NCC1CCCN1S(=O)(=O)c1cccs1 (stereo not drawn)	0%	-7%	7	0%	-17%	17%	0.6	-2%	/
Cc1ccc(S(=O)(=O)NC(=O)C2(C)CCN2C(=O)Cc2ccc(-c3ccccc3)cc2)cc1 (stereo not drawn)	-13%	-3%	6	-17%	-6%	-5%	-0.3	-23%	28µM*
Cc1c(O)ccc(-c2[nH]ncc2-c2nc3ccccc3s2)c1O	-1%	-8%	-1	3%	-12%	2%	0.8	8%	19%
COC(=O)CCCNC(=O)c1ccc2oc(CCCc3ccccc3)nc2c1	0%	1%	2	5%	-11%	2%	-0.6	4%	23%
COc1ccc(N2CCN(C(=O)CSc3nnc(NC(=O)C4CCC4)s3)CC2)cc1	-2%	2%	-8	1%	-8%	-2%	3.5	-10%	5%
CC(C)Sc1cc(N2CCOCC2)nc(-c2ccc(Cl)cc2)n1	-7%	8%	-3	4%	-1%	7%	-0.2	-10%	-15%
O=C(O)c1cc2nc3c(c(C(F)(F)F)n2n1)CCc1ccccc1-3	-4%	-22%	-17	16%	-20%	-5%	0.6	14%	4%
C[C@]1(OC(=O)/C=C/c2ccccc2)C[C@@H](O)[C@]2(O)C=CO[C@@H](O[C@@H]3O[C@H](CO)[C@@H](O)[C@H](O)[C@H]3O)[C@@H]21	-2%	3%	-5	0%	-13%	-6%	1.9	9%	-23%
Cn1cc(C(=O)c2ccc(F)cc2)cc1-c1nc2ccccc2n1C	-8%	-6%	/	-29%	-21%	1%	-2.4	-1%	14%
CC1CCN(C(=O)Cn2ncc3c([nH]c4ccccc43)c2=O)CC1	3%	1%	-2	4%	4%	6%	-1.2	-6%	3%
O=C(Nc1ccc2oc(-c3ccccc3F)nc2c1)c1ncn[nH]1	-6%	-11%	-5	4%	1%	9%	1.2	-4%	-8%
Cc1cc(C)n(-c2ccc(C(=O)Nc3cc(C(F)(F)F)ccc3N3CCOCC3)cc2)n1	-9%	5%	-7	-3%	1%	2%	0.5	-1%	-11%
CCOC(=O)C1C(=O)C=C(c2ccc(NS(C)(=O)=O)cc2)CC1c1ccco1 (stereo not drawn)	-7%	-7%	/	2%	-14%	15%	1.7	-4%	0%
COc1ccc(C2=NOC(C(=O)N3CCN(C(=O)c4ccco4)CC3)C2)cc1OC (stereo not drawn)	-1%	-11%	-2	0%	3%	-1%	-3.3	12%	20%
CC1(C)CC2CC(C)(CN2C(=O)COC(=O)c2n[nH]c(=O)c3ccccc23)C1 (stereo not drawn)	-3%	-11%	0	6%	-23%	-5%	-0.2	-8%	30%
Cc1cc(NC(=O)C(=O)c2c(C)[nH]c3ccccc23)no1	-2%	-4%	3	0%	-6%	-12%	0.1	-11%	4%
C/C(=C\C(=O)c1ccc(C)cc1)NCc1ccc(F)cc1	-1%	-9%	0	-7%	-3%	14%	-0.5	-4%	-3%
COc1ccc(C(C(=O)NC2CCCCC2)N(C(=O)Cc2c[nH]c3ccccc23)c2ccccc2)cc1OC (stereo not drawn)	0%	-15%	0	5%	23%	-4%	-0.3	-1%	/

The list goes on; the last 2 above are carried over.
SMILES	PLK1 PBD inh	WRN helicase inh	PI5P4K alpha inh	aSyn rescue	Abeta rescue	EPAC1 ag	IL2 activator	EPAC1 antag	FUS suppressor
C/C(=C\C(=O)c1ccc(C)cc1)NCc1ccc(F)cc1	-1%	-9%	0	-7%	-3%	14%	-0.5	-4%	-3%
COc1ccc(C(C(=O)NC2CCCCC2)N(C(=O)Cc2c[nH]c3ccccc23)c2ccccc2)cc1OC (stereo not drawn)	0%	-15%	0	5%	23%	-4%	-0.3	-1%	/
COc1ccccc1N1CCN(C(=O)c2c(-c3c(F)cccc3Cl)noc2C)CC1	1%	-9%	2	?	25%	-16%	-0.7	-10%	31%
CCCn1nc(NC(=O)C(C)(C)C)c2cc3cc(OC)ccc3nc21	-8%	1%	6	1%	15%	-2%	0.9	10%	?
CC[C@]12c3[nH]c4ccccc4c3CCN1C(=O)C(CC(=O)NCCCOC)C[C@@H]2C(=O)N1CCN(C(=O)C2CC2)CC1 (stereo partly drawn)	-4%	7%	2	-6%	-15%	-16%	-0.4	-13%	-1%
COc1ccc(C(=O)OCC(=O)NC2CCCCCCC2)cc1OC	-5%	-5%	4	-4%	-3%	1%	-0.1	-10%	/
CN(C)C(=O)c1ccc(-c2nnc(OCc3nc4ccccc4n3C)c3ccccc23)cc1	-23%	8%	-5	-2%	-4%	6%	1.2	-4%	11%
CN(CCC1CCOCC1)C(=O)c1cc(COc2c(F)cccc2F)on1	-3%	2%	-1	0%	-7%	-13%	-3.6	6%	-2%
CNC(=O)c1cc2c(=O)n3cc(C)ccc3nc2n(C(C)C)c1=N	-12%	-5%[57.1 µM]	2	0%	-3%	-1%	-0.9	7%	23%
COCCCN(C(=O)c1ccccc1F)c1nc(-c2ccc(OC)cc2)cs1	-11%	-14%	20	12%	17%	3%	-0.7	-27%	12%
O=c1ccc(-c2nc3ccccc3n2Cc2ccc(Cl)cc2)c[nH]1	5%	13%	-3	-3%	-17%	1%	-4.6	7%	24%
COc1ccc(OCc2cc(C(=O)N3CCC(c4ccccc4)CC3)no2)c(Cl)c1	-25%	-26%	10	-9%	-14%	-17%	-0.8	-12%	25%
COCCn1c(SCC(=O)Nc2ccccc2OC)nc2c([nH]c3ccccc32)c1=O	1%	-2%	-2	7%	-1%	9%	-2.3	5%	11%
CCN(CC)C(=O)C1CCN(S(=O)(=O)c2ccc3oc4ccccc4c3c2)CC1	-4%	-10%	/	5%	3%	16%	-2.4	-4%	9%
COC(=O)c1nn(-c2ccccc2)ccc1=O	-1%	-29%[57.1 µM]	-6	-5%	12%	3%	1.2	1%	-26%
CC(NC(=O)/C=C/c1ccco1)c1nc2ccccc2n1Cc1c(Cl)cccc1Cl (stereo not drawn)	-18%	-10%	?	6%	-2%	0%	-2.3	-1%	-17%
COC(=O)c1ccc(OCC(O)CNC2CCCC2)cc1 (stereo not drawn)	2%	5%	-3	-2%	-9%	-7%	-2.6	-6%	11%
COc1ccc([N+](=O)[O-])cc1N1C(=O)c2cccc3cccc(c23)C1=O	5%	-1%	-10	-8%	-10%	-6%	0.0	5%	-1%
CC(=O)Nc1ccc(CN(C)c2c(C)nc3ccc(C(=O)N4CCN(C(C)=O)CC4)cn23)cc1	-7%	6%[57.1 µM]	3	-14%	-7%	-21%	0.7	3%	-6%
Cc1cc(C)n(-c2ccccc2C#N)n1	-3%	-3%	10	2%	3%	11%	-4.6	-13%	1%
Cc1ccc(CN(C)C(=O)c2cccc(S(=O)(=O)N3CCN(Cc4ccccc4)CC3)c2)o1	-11%	12%	4	-5%	-2%	8%	-2.9	-18%	10%
CN(Cc1ccccc1)S(=O)(=O)c1ccc(NC(=O)C2CCCO2)cc1 (stereo not drawn)	-1%	6%	/	3%	2%	-1%	-2.5	16%	19%
CCCCc1cc(=O)oc2cc(OCc3cc(OC)c(OC)c(OC)c3)c(Cl)cc12	-5%	-1%	2	14%	-3%	-10%	-0.5	-18%	7%
Clc1ccc2nnnc(-c3ccccc3)c2c1	-5%	4%	2	14%	-36%[inhibitor]	-3%	-6.6	2%	-3%
CSc1ccc(CN(C)CC(=O)Nc2ccccc2C(=O)NC2CC2)cc1	1%	0%	-2	1%	1%	5%	0.1	6%	26%
Cc1nnc(NC(=O)CSc2nnnn2Cc2ccccc2)s1	-13%	-23%	-1	5%	-7%	5%	-0.3	-7%	-11%
Cc1ccc(NC(=O)C2CCN(S(C)(=O)=O)CC2)cc1	1%	-1%	/	-11%	7%	-5%	-0.3	8%	20%
COc1cc(C(=O)Nc2cc(OC)c(OC)c(OC)c2)ccc1OCc1c(C)noc1C	-5%	-27%	1	-3%	7%	-19%	9.9	-24%	28%

Assay outcomes as filed in PubChem.
